# Source: PubChem (several laboratories)
# GC-B act – human GC-B receptor activators, primary screen, HEK293 GC-B cells, cGMP TR-FRET, EC30 CNP; AID 1920062, 2024; Atrial natriuretic peptide receptor 2 (Homo sapiens), P20594; 0% at EC30 CNP, 100% saturating CNP; activation, % at 10 µM; actives 0.11% (n = 370,000);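 active means activation at 10 µM reaching about 35% in either raw or pattern-adjusted values, limit read from the data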
# GC-A act – GC-A stimulated cGMP production enhancers – HEK293 GC-A cells, cGMP TR-FRET, EC30 ANP, primary screen; activation, % at 10 µM; actives 0.14% (n = 370,000); 0% at EC30 ANP, 100% saturating ANP; Atrial natriuretic peptide receptor 1 (Homo sapiens), P16066; in the data active means activation above about 40%
# ABHD4 inh – ABHD4 inhibitors, primary screen, biochemical, fluorescence polarization, mouse; purified mABHD4, FP-Rh probe fluorescence polarization; (Lyso)-N-acylphosphatidylethanolamine lipase (Mus musculus), Q8VD66; AID 720543, 2013; inhibition, % at 8.92 µM; actives 0.54% (n = 370,000);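 active means inhibition exceeding the mean over every tested compound plus 3 SD, cut at about 30% in these data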;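 further: 0% = plate median of compound wells and 100% = S159A mutant with DMSO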
#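 Test system: mABHD4 protein | Buffer or medium: HEPES pH 7.0 buffer, 150 mM NaCl, 0.01% Pluronic F-127 | Probe or stimulus: FP-Rh fluorescent activity-based probe, added after compound pre-incubation | Timing: Pre-incubation 45 min, probe exposure 60 min, at 25 °C | Technique: Fluorescence polarization, excitation 525 nm, emission 598 nm, BODIPY TMR filters | Repeats: Single well per compound (singlicate)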
# NR1D1 modulator – modulators of Rev-erb alpha DNA binding, primary screen, biochemical, FITC-DNA, fluorescence polarization, uHTS. Rev-erbα–FITC-DNA binding, 90 min. AID 1259318, 2017. activity, % at 10 µM. actives 0.79% (n = 370,000). Nuclear receptor subfamily 1 group D member 1 (Homo sapiens), P20393;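 active means activity above about 14%, limit read from the data; passing the limit was not always enough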;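 further: 0% = DMSO wells with 35 nM protein and 100% = DMSO wells with 750 nM protein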
# rCAG RNA binder – binders of r(CAG) RNA repeats, primary screen, biochemical, fluorescence; r(CAG) RNA repeat, TO-PRO-1 dye displacement fluorescence; inhibition, % at 3 µM; actives 1.3% (n = 370,000); AID 651821, 2012;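 active means inhibition above the plate cutoff, the mean of all test compounds on that plate plus 3 SD, cut at about 35% in these data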;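 further: 0% = DMSO alone and 100% = 100 µM mitoxantrone as full dye displacement; higher means more dye released from RNA so lower well fluorescence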
# PG9 Ab binder – binders of HIV-1 gp120 antibody PG9, primary screen, biochemical, TR-FRET; HIV-1 gp120 / PG9 antibody interaction; TR-FRET gp120-PG9 antibody binding; inhibition, % at 6.7 µM; actives 0.43% (n = 360,000); AID 624416, 2012; in the data active means inhibition above about 8.5%
# ARFGAP1 inhibitor – inhibitors of rat ARFGAP1 GAP activity, primary screen, biochemical, fluorescence polarization, GDP tracer; ADP-ribosylation factor GTPase-activating protein 1 (Rattus norvegicus), Q62848; Arfgap1-stimulated ARF1 GTP hydrolysis, GDP FP detection; inhibition, % at 16.5 µM; actives 0.26% (n = 360,000);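 active means inhibition above a per-plate limit, mean inhibition of low control wells plus 3 SD, cut at about 25% in these data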;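 further: 0% = DMSO wells with enzyme and 100% = wells lacking Arfgap1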
# Target sequence (Q62848 1-136 limits assumed): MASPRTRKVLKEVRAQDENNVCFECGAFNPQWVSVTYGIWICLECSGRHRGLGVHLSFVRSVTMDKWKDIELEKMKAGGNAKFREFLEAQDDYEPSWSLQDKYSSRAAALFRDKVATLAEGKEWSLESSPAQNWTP
#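 System: truncated rat Arfgap1 GAP domain / Medium: HEPES-based buffer, pH 7.5 / Also added: N-terminally truncated human ARF1-GTP substrate / Incubation: enzyme reaction 120 min at 25 °C after 20 min preincubation / Measured by: FP of antibody-bound GDP Alexa 633 tracer, ex 620/em 688 nm / Replicates: singlicate, each compound tested once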
# ASAP1 GAP inh – inhibitors of human ASAP1 ArfGAP activity, primary screen, biochemical, fluorescence polarization; Arf-GAP with SH3 domain, ANK repeat and PH domain-containing protein 1 (Homo sapiens), …; ASAP1-stimulated ARF1 GTP hydrolysis, GDP FP detection; inhibition, % at 16.5 µM; actives 0.19% (n = 360,000); in the data active means inhibition above about 25%;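 further: 0% = vehicle with enzyme and substrate and 100% = no enzyme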
# Target sequence (Q9ULH1 325-724 limits assumed): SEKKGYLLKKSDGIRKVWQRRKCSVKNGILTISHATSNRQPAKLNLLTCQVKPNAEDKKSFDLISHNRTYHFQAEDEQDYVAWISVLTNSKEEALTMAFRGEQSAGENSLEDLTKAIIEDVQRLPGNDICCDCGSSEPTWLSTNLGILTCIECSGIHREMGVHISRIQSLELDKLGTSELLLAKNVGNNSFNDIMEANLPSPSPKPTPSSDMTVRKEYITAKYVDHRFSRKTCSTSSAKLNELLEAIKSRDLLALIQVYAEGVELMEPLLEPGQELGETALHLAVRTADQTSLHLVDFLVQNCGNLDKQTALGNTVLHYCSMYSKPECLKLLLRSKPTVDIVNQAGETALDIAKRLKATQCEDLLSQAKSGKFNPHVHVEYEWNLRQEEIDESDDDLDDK
# HTRA1 inh – HTRA1 serine protease inhibitors, primary screen, biochemical, fluorescence polarization, HTS; Q92743; recombinant HTRA1, FP-rhodamine activity-based probe; inhibition, % at 5.96 µM; actives 0.5% (n = 340,000); in the data active means inhibition above about 36%;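 further: 0% = enzyme with DMSO and 100% = wells lacking enzyme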
# Target sequence (Q92743 whole entry, looked up): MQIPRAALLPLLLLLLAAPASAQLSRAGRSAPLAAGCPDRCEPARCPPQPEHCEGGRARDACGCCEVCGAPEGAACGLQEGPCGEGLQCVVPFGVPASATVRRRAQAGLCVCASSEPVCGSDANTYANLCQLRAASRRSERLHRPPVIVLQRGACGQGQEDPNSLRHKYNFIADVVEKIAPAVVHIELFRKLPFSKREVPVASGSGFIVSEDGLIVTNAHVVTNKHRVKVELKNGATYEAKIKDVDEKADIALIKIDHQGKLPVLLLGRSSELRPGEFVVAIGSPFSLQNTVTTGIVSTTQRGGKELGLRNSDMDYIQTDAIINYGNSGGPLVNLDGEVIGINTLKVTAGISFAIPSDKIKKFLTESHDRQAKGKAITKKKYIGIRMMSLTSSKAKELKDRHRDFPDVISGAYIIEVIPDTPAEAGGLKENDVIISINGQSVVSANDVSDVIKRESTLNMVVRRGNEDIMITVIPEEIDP
# SMARCA2 activ – SMARCA2 (BRM) function activators, primary screen, cell-based, luminescence, high throughput. MG213 cells, MMTV-luciferase reporter, dexamethasone, overnight. activation, % at 9.1 µM. actives 1% (n = 370,000). AID 652017, 2013; in the data active means activation above about 7.8%;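 further: 0% = vehicle wells and 100% = reference activator wells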
# The depositor's hits bear a star; . = no result given.
SMILES,GC-B act,GC-A act,ABHD4 inh,NR1D1 modulator,rCAG RNA binder,PG9 Ab binder,ARFGAP1 inhibitor,ASAP1 GAP inh,HTRA1 inh,SMARCA2 activ
O=C(NC1CC1)c1cccc2c1C(=O)c1ccc(N3CCC(Cc4ccccc4)CC3)cc1S2(=O)=O,-1,3,2,-1,-1,-3.1,10,6,-16,0
COc1ccc(CCNC(=O)N[C@@H](Cc2ccccc2)C(=O)O)cc1,3,-1,-2,8,-5,0.0,4,3,4,1
COc1ccc(NC(=S)NNC(=S)Nc2cccc(C(F)(F)F)c2)cc1,-8,-6,12,0,17,-2.1,9,5,28,0
CN1C(=O)CC(=O)N(C)c2cc(S(=O)(=O)N(C)Cc3ccccc3)ccc21,-1,6,-3,-2,-1,0.5,6,5,-4,0
O=C(/C=C/c1ccccc1)Nc1ccc(Br)cn1,0,0,-1,-6,0,-1.9,-12,-2,3,0
C[C@@H]1CN([C@@H](C)CO)S(=O)(=O)c2ccc(-c3ccc(C(=O)N(C)C)cc3)cc2O[C@@H]1CN(C)Cc1ccccc1C(=O)O,4,2,-1,4,3,0.8,13,-12,-1,0
O=C(Nc1ccc2c(c1)OCO2)c1ccc2sc([C@H]3C[C@H](O)[C@@H](CO)O3)nc2c1,-2,3,2,-1,3,-0.8,-4,13,.,-3
CCOC(=O)CCC(=O)N1CCOCCN(C(=O)CCC(=O)OCC)CCOCC1,1,4,4,2,-3,-0.1,8,-4,0,-3
C=CCOC(=O)C1=C(C)NC(=O)NC1C1CC=CCC1 (stereo unspecified),-3,-5,2,-3,-2,0.8,1,5,-6,1
CCCCCOc1ccc(C(=O)NCC2(c3ccccc3)CCOCC2)cc1,1,-2,-8,7,-8,-3.2,-4,-10,-16,-1
CCN(C(=O)c1ccc(=O)n(C)n1)c1c(N)n(Cc2ccccc2)c(=O)[nH]c1=O,3,-2,-2,1,1,-0.6,15,0,0,0
O=C(N/N=C/c1cccc([N+](=O)[O-])c1)c1nc2ccccc2c(=O)[nH]1,-14,3,2,1,-2,2.5,-3,-6,2,4
O=C(CSc1ncn[nH]1)N1CCCCC1,3,3,-1,4,-1,1.3,-11,12,5,-2
CCOC(=O)C1(Cc2cccc(Cl)c2)CCCN(C(=O)c2cc(C)[nH]n2)C1 (stereo unspecified),-3,0,3,-1,-7,-1.7,8,9,5,3
COC(=O)c1cc(C(=O)c2cc(F)ccc2O)cn2c(=O)c3c(C)c(C)sc3nc12,-4,1,-7,8,7,0.1,-9,9,-10,-1
O=C(COc1ccc(Cl)cc1)NCCS(=O)(=O)N1CCN(c2ccccc2F)CC1,0,3,1,-5,-4,0.7,10,3,-4,-1
C[C@H](O)CNC(=O)c1[nH]cnc1C(=O)Nc1ccc(CNC(=O)OC(C)(C)C)cc1,2,-4,-2,-6,-1,2.2,-1,0,-7,0
Cc1nc2c(=O)[nH]c3ccccc3c2o1,0,4,3,-2,2,-2.2,-18,-7,5,1
CCOc1ccccc1OCCCC(=O)Nc1ccc(Cl)c(S(=O)(=O)N2CCOCC2)c1,4,-3,-2,-2,1,1.0,-3,9,-4,-2
O=C(NCc1ccc(F)cc1)C(c1ccc(F)cc1)N(C(=O)c1csnn1)C1CC1 (stereo unspecified),-6,0,5,4,-1,-0.2,5,8,-4,1
Cc1cccc(C)c1NC(=O)C1CCCN1C(=O)NCc1ccccc1 (stereo unspecified),1,0,5,2,-1,0.3,9,-4,5,-4
O=c1c2[nH]c3cccc(Cl)c3c2ncn1CC1CCCO1 (stereo unspecified),-7,6,-4,0,0,-0.2,4,-2,1,8.2*
COc1cc(CC(=O)OCC(=O)Nc2cc(S(=O)(=O)N3CCCC3)ccc2Cl)cc(OC)c1OC,-3,-1,-2,4,4,-0.2,4,-3,-4,-1
C#Cc1cccc(C(=O)N2CCCC(Nc3cccc(F)c3)C2)c1 (stereo unspecified),-2,0,-3,1,-6,-0.7,-1,8,-3,-2
CCN1CCN(S(=O)(=O)c2cccc([N+](=O)[O-])c2)CC1,0,2,-18,-2,1,0.2,0,3,-2,0
O=C(COC(=O)c1ccc(S(=O)(=O)N2CCCC2)cc1)Nc1cccc(Cl)c1,3,-1,1,-8,3,-0.8,0,-5,-7,2
COc1cc(CN2C(=O)C(C)ON=C2c2ccccc2F)cc(OC)c1 (stereo unspecified),-4,-6,0,3,1,-0.3,6,-10,.,1
CC(NC(=O)C1CCN(S(=O)(=O)c2ccc3nc4c(c(C(=O)O)c3c2)CCCC4)CC1)c1ccccc1 (stereo unspecified),2,0,10,-5,30,-1.7,2,-6,0,0
Cc1cc(NC(=O)CSc2nnc(NC(=O)C3CC(=O)N(c4ccccc4)C3)s2)no1 (stereo unspecified),1,-1,7,-5,3,0.3,-4,5,-7,1
Cc1cc(F)ccc1S(=O)(=O)Nc1ncnc2sc3c(c12)CCC3,2,-1,-3,4,33,0.8,9,-3,-5,-2
CC1CCN(S(=O)(=O)c2cccc(C(=O)Nc3nccs3)c2)CC1,-1,4,7,2,-2,-1.4,-9,6,-4,5
O=C(c1ccco1)N1CCN(c2ccc([N+](=O)[O-])cc2F)CC1,-11,-2,0,2,-1,0.3,1,-17,3,0
Cc1ccccc1N=C1NC(=O)/C(=C/c2cccn2-c2cccc(C(=O)O)c2)S1,-2,-4,8,-4,14,2.0,1,-3,.,-3
CCS(=O)(=O)n1nc(-c2ccccc2)nc1N,2,10,1,-2,-3,-0.2,-4,-2,9,1
CCNC(=O)C1CCCN(Cc2ccc(C(=O)OCC)cc2)CC1 (stereo unspecified),0,-1,4,0,2,0.2,1,18,.,-1
Cc1ccc(S(=O)(=O)N(C)C)cc1NC(=O)CN1C(=O)NC2(CCCCCCC2)C1=O,2,5,1,-10,-2,2.6,0,-10,-6,-2
Cc1cccc(NC(=S)NC(=O)/C=C/c2ccco2)n1,0,-2,23,-3,14,0.5,9,11,2,6
COc1ccc(OC)c(Nc2cc(C(=O)NCCCN3CCOCC3)c3ccccc3n2)c1,-3,0,5,2,1,-5.9,0,6,8,0
CCc1sc(N(C(=O)Cc2ccccc2)c2ccccc2F)nc1-c1ccc(C)cc1,-9,-28,5,-4,-2,-0.5,7,0,-3,-2
N=c1n(CCN2CCCCC2)c2ccccc2n1CC(O)c1ccc(Cl)c(Cl)c1 (stereo unspecified),-11,-38,16,-3,14,0.5,0,6,6,1

# Record cards, as listed above. Values in the order: GC-B act | GC-A act | ABHD4 inh | NR1D1 modulator | rCAG RNA binder | PG9 Ab binder | ARFGAP1 inhibitor | ASAP1 GAP inh | HTRA1 inh | SMARCA2 activ
# `CCN1CCN(S(=O)(=O)c2cccc([N+](=O)[O-])c2)CC1` is listed as 0 | 2 | -18 | -2 | 1 | 0.2 | 0 | 3 | -2 | 0
# `Cc1cc(NC(=O)CSc2nnc(NC(=O)C3CC(=O)N(c4ccccc4)C3)s2)no1` (stereo unspecified) is listed as 1 | -1 | 7 | -5 | 3 | 0.3 | -4 | 5 | -7 | 1
# `O=C(c1ccco1)N1CCN(c2ccc([N+](=O)[O-])cc2F)CC1` is listed as -11 | -2 | 0 | 2 | -1 | 0.3 | 1 | -17 | 3 | 0

# (continued)
SMILES,GC-B act,GC-A act,ABHD4 inh,NR1D1 modulator,rCAG RNA binder,PG9 Ab binder,ARFGAP1 inhibitor,ASAP1 GAP inh,HTRA1 inh,SMARCA2 activ
O=c1[nH]nnc2cc(Cl)ccc12,-8,0,-1,-1,0,-0.7,10,1,-3,3
CCOc1ccc(OCCC(=O)Nc2ccc(F)cc2C)cc1,-1,-1,0,-2,-4,-2.4,-10,-14,-14,0
O=C1c2cccnc2C(Nc2ccc(F)c(Cl)c2)N1Cc1cccs1 (stereo unspecified),-5,-11,-3,3,-2,0.1,5,3,1,0
COC(=O)c1oc2ccccc2c1NC(=O)/C=C/C(=O)O,4,2,-9,-1,-1,1.2,3,7,-5,-7
CCCCn1cnc2c(SCCc3ccccc3)nc(N)nc21,7,3,-3,-3,1,-0.6,1,-1,-29,0
COc1ccc(N2CS(=O)(=O)/C(=C/N(C)C)C2=O)cc1,6,-2,2,-4,3,0.5,-9,-10,4,2
COC(=O)[C@]12C[C@H](CC(=O)NCCCCc3ccccc3)C(=O)N(CCC3=CCCCC3)C1=C[C@H](C1CCCC1)O[C@@H]2C,-4,-3,3,-5,4,.,.,.,.,-4
N#CC(C(=O)c1ccc(S(=O)(=O)N2CCCCCC2)cc1)c1nc2ccccc2[nH]1 (stereo unspecified),2,5,3,7,5,-0.7,21,16,-2,-2
O=C(O)Cn1cc(/C=C2/NC(=O)N(c3ccc(Cl)cc3)C2=O)c2ccccc21,1,3,4,0,61*,-3.9,1,-2,-11,1
CC(C)Cn1c(-c2ccco2)n[nH]c1=S,2,0,-1,-6,2,-0.4,5,-14,-5,-1
COc1ccc(C(=O)Nc2cccc3c2CCCC3)cc1OC,-3,-4,2,-2,-5,-1.9,-2,-4,1,-3
Cc1cccc(C(=O)N2CCN(CCNC(=O)C(=O)Nc3ccc(F)cc3)CC2)c1,3,-4,0,-2,-2,-0.4,-3,-13,-7,-1
CC(=O)Nc1ccc(S(=O)(=O)NC2CCSc3ccccc32)cc1 (stereo unspecified),10,-7,-6,-6,4,0.8,1,9,-2,0
O=C(CSc1nc2ncccc2[nH]1)Nc1c(F)cc(F)cc1Br,-1,2,-43,-1,1,0.6,1,-7,4,0
CC(C)C(=O)Nc1cccc(-c2nc3ccccc3o2)c1,3,8,-1,21*,-1,-0.2,-12,1,-3,-1
O=C1NC(c2ccccc2)=C(c2ccc3ccccc3n2)C(c2ccc(F)cc2)N1 (stereo unspecified),-16,-38,0,5,-1,-1.6,8,4,-43,-3
CSc1ncnc2sc(C)c(C)c12,2,1,1,-4,0,0.6,10,16,-9,1
Cc1ccc(N2CC(O)CSC2=Nc2ccccc2)cc1 (stereo unspecified),-1,-2,-4,4,0,-1.4,16,-5,-14,5
COc1ccc(C(=O)NCc2nnc(SCC(=O)NC3CCCC3)o2)cc1,0,3,-4,6,-1,-2.3,20,19,-2,4
CC(=O)Nc1ccc(S(=O)(=O)N(C)CC(=O)NNC(=O)c2cccs2)cc1,-5,3,0,3,0,-1.2,3,-5,-2,3
CCS(=O)(=O)Nc1ccc(-c2nc3cccnc3s2)cc1,-7,-1,0,-9,6,0.2,-3,2,-5,2
CCC(CO)Oc1cc(NCc2ccc(F)cc2)c2ncn(C(C)C)c2c1 (stereo unspecified),5,-1,4,2,-7,-3.2,3,2,8,-1
